Screens: PubChem BioAssay, National Center for Advancing Translational Sciences (NCATS)
A549 tox: A549 cytotoxicity, counter-screen for Nrf2 inhibitors. Potency, µM (doses to about 46 µM), without a hit: at the highest dose activity change, negative = cytotoxicity, hits mostly inhibitors. hit rate 0.16% among 390,000. AID 504648. A549 ARE-Fluc cells, CellTiter-Fluor viability, 18-24 h; note: potency is the fitted concentration of half-maximal effect; % is set by controls: 0 for no effect and ±100 for the full control effect
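A549 ARE_Fluc cells in 5% FBS OPTI-MEM were exposed to compounds in concentration-response for 18-24 h at 37 deg C. Viability was read by CellTiter-Fluor fluorescence (Ex 405/Em 525) after 30 min, before the luciferase read.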
TGFb inhibitor: blocks TGF-b signaling. HepG2 CAGA-GFP TGF-b/SMAD3 reporter, GFP fluorescence, 18 h; TGF-beta stimulated, 500 pg/mL final. Potency, µM (top dose mostly 46.1 µM), for the others: at the highest dose activity, negative = inhibition, hits mostly inhibitors. hit rate 1.2% among 410,000. AID 588855; note: potency is the fitted concentration of half-maximal effect; % is set by controls: 0 for no effect and ±100 for the full control effect; nearly all actives have a fitted effect of over 65% in size
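Inhibition of TGF-beta-driven CAGA-GFP reporter expression in HEPG2 cells is measured by cellular GFP fluorescence after 18 h stimulation with 500 pg/mL recombinant TGF-beta in 1% FBS medium at 37 degrees C.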
S2 tox: viability counter-screen for ATXN expression inhibitors; S2 cells (HEK-293 line with an ATXN2-luciferase reporter) viability, CellTiter-Fluor protease fluorescence, 24 h; Potency, µM (titrated, usually from 56.7 µM), actives largely listed as cytotoxic; hit rate 0.49% among 400,000; note: potency is the fitted concentration of half-maximal effect; nearly all actives have a fitted effect of over 40% in size
EPAC2 agonist: agonists of human EPAC2 (RAPGEF4) | Q8WZA2 | EPAC2 activation, biochemical qHTS; response scale: 100% = 6.5 mM cAMP response | Potency, µM (top dose mostly 154 µM), for the others: at the top dose activation, most hits filed as activators | hit rate 0.079% among 360,000; note: potency is the fitted concentration of half-maximal effect; nearly all actives have a fitted effect of over 50% in size
Target sequence (Q8WZA2 whole entry, looked up): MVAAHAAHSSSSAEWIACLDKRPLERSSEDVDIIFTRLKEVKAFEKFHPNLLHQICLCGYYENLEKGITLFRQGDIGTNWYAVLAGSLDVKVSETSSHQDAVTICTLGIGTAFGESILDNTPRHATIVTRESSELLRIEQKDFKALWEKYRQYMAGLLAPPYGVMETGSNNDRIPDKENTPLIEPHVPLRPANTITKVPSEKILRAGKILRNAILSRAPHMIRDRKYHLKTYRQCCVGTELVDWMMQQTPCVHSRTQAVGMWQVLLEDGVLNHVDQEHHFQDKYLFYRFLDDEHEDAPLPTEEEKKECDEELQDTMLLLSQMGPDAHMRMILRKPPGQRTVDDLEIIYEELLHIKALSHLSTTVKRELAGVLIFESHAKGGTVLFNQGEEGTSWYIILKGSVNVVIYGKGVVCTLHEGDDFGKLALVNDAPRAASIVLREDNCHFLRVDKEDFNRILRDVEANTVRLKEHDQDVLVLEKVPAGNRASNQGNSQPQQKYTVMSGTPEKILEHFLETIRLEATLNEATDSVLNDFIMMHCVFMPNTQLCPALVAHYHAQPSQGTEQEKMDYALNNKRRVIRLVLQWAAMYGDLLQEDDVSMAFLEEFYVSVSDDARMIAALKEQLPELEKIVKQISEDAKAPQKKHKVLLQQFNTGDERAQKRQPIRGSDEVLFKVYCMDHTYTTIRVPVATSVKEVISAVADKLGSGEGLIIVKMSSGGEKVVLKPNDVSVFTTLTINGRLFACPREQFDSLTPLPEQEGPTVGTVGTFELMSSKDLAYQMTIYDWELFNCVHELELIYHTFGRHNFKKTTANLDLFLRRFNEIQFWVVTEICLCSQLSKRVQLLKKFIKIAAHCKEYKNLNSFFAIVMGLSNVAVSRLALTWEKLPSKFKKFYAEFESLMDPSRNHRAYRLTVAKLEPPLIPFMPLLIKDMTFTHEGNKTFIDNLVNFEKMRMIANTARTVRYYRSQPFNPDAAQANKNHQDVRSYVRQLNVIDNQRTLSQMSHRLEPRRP
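Nucleotide exchange monitored as fluorescence drop when BODIPY-GDP leaves Rap1B. Reaction: 100 nM EPAC2, 250 nM RAP1B-BODIPY-GDP, 50 uM GDP, room temperature, kinetic read over 30 min. Activity expressed relative to 6.5 mM cAMP.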
ATXN2 expr inh: reduces ATXN2 reporter expression in HEK-293 cells; HEK-293 ATXN2-luciferase reporter, luminescence, 24 h; Potency, µM (top dose mostly 57 µM), inactives show at the highest dose activity change, negative = inhibition, usual class: inhibitors; hit rate 0.72% among 360,000; AID 1745845; note: potency is the fitted concentration of half-maximal effect; % is set by controls: 0 for no effect and ±100 for the full control effect; nearly all actives have a fitted effect of over 55% in size
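qHTS (up to 57 uM final) was run with 24 h compound exposure of reporter cells at 37 °C. Each well was multiplexed: SteadyGlo luminescence measured ATXN2-luciferase expression after a fluorogenic Gly-Phe-AFC viability readout (25 uM final).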
Nrf2 ARE act: activates Nrf2 signaling; AREc32 ARE-luciferase reporter (MCF7-derived line), luminescence, 24 h; hit rate 0.31% among 410,000; Potency, µM (doses to about 46.1 µM), for inactives: at the top dose activation, hits mostly activators; note: potency is the fitted concentration of half-maximal effect; % of control where 0% means no effect; nearly all actives have a fitted effect of over 65% in size
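Each well held 1000 AREc32 cells, which were incubated with compound for 24 hr at 37 deg C after overnight attachment, and ARE reporter activity was quantified by firefly luciferase luminescence.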
HepG2 viability: kills HepG2 cells in TGF-b inhibitor counter-screen. HepG2 CAGA-GFP viability, ATP luminescence, 18 h. Potency, µM (doses to about 46.1 µM), for the others: at the highest dose activity change, negative = cytotoxicity, actives largely listed as cytotoxic. hit rate 0.76% among 410,000. AID 588856; note: potency is the fitted concentration of half-maximal effect; some results filed as inactive show a strong effect at the top dose
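CellTiter-Glo luminescence gave cytotoxicity after 18 hours at 37 degrees C. The cells were HepG2 CAGA-GFP in 1% FBS DMEM, stimulated with 500 pg/mL TGF-beta after compound addition. %Activity was normalised to no-cell wells (complete cell-killing) and DMSO (no toxicity), and curves were fitted and classified.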
IL2 activator: activators of IL-2; IL-2 activation reporter assay, cell-based qHTS; stimulated with anti-CD3/CD4/CD28 beads; in transgenic mouse T cells; activation, % (series mostly up to about 46 µM); hit rate 0.065% among 360,000; in the data active = activation above about 50%; inconclusive = mostly about 30% to 49%; note: 0% is about no effect
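Unstimulated transgenic mouse T cells preincubated 60 min with compound, then stimulated with anti-CD3/anti-CD4-coated beads plus anti-CD28 for 18 h at 37 degrees C. IL-2 response read as EGFP and DsRed fluorescence by plate cytometry.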
Nrf2 inh: Nrf2 pathway inhibition; hit rate 2.1% among 360,000; A549 ARE-Fluc reporter, luciferase luminescence, 18-24 h; Potency, µM (titrated, usually from 46 µM), inactives show at the top dose activity change, negative = inhibition, actives largely listed as inhibitors; note: potency is the fitted concentration of half-maximal effect; % is set by controls: 0 for no effect and ±100 for the full control effect; nearly all actives have a fitted effect of over 60% in size
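Cells were seeded and rested 2 h, then exposed to compounds for 18-24 h. CellTiter-Fluor was read first as a viability measure. BugLite was added 15 min before the final luminescent read of ARE-luciferase activity in A549 cells.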
* hit, by the source's call; i = inactive; u = inconclusive; x = no result given; [ ] = remark or other dose. Unless noted, calls come from the whole dose curve; as a rule, active = well fitted curve in the direction sought with a large enough effect; inconclusive = small, poorly fitted or top-dose-only effect, or another doubt; inactive = no such curve, though single readings can be large; an effect the other way counts as inactive or inconclusive.

[1] CCn1c(SCC(=O)OC)nc2cc(S(=O)(=O)N3CCOCC3)ccc21
[2] Cc1cccc(-c2nc(C#N)c(N3CCCCC3)o2)c1
[3] CCN1CCN(Cc2nc3cc(NC(=O)c4ccccc4[N+](=O)[O-])ccc3n2CC)CC1
[4] CCOc1cc2[nH]c(=S)n(CCC(=O)N3CCc4ccccc4C3)c(=O)c2cc1OCC
[5] COc1ccc(C(CNC(=O)c2cc(S(=O)(=O)N3CCN(c4ccccc4)CC3)ccc2Cl)N(C)C)cc1 (configuration not stated)

| compound no. | 1 | 2 | 3 | 4 | 5 |
| --- | --- | --- | --- | --- | --- |
| Nrf2 ARE act | -0.6% | 5.4% | 0.8% | 0.3% | 0.2% |
| TGFb inhibitor | -15% | 2% | -22% | -1% | u |
| S2 tox | u | i | u | x | u |
| ATXN2 expr inh | 1% | 17% | 0% | x | x |
| HepG2 viability | 4% | -3% | -3% | -20% | -42% |
| Nrf2 inh | -4% | u | -10% | -5% | u |
| EPAC2 agonist | 1% | 30% | x | -9% | 1% |
| A549 tox | 0% | 4% | -14% | 0% | -2% |
| IL2 activator | -0.4 | -1.6 | x | 0.2 | -1.1 |

[6] C/C(=N\Nc1ccc(Cl)c(C(=O)O)c1)c1ccc[nH]1
[7] CCN(CC(=O)Nc1c(F)cccc1F)C(=O)CSc1ccc(F)cc1
[8] COc1ccc(NC(=O)c2csc(Cc3ccc(Cl)cc3)n2)cc1
[9] CC(=O)Nc1ccc(NC(=O)c2cc3sccc3n2Cc2ccc(Cl)cc2)cc1
[10] CCn1c(C)csc1=NC(=O)c1ccccc1O

| compound no. | 6 | 7 | 8 | 9 | 10 |
| --- | --- | --- | --- | --- | --- |
| Nrf2 ARE act | 4.8% | -0.2% | 0.2% | 0.5% | 4.9% |
| TGFb inhibitor | -4% | -26% | -14% | u | 5% |
| S2 tox | i | i | i | u | i |
| ATXN2 expr inh | 34% | 15% | -19% | -13% | 34% |
| HepG2 viability | 7% | 5% | -1% | -19% | -5% |
| Nrf2 inh | u | 4% | 9% | -7% | u |
| EPAC2 agonist | 2% | 5% | 8% | x | 12% |
| A549 tox | -8% | -5% | 7% | -6% | -1% |
| IL2 activator | -0.5 | -0.3 | -0.4 | x | -1.4 |

[11] CCOc1ccc(C(=O)NNC2CC(=O)N(CCc3ccccc3)C2=O)cc1OC (configuration not stated)
[12] COc1ccccc1C(O)(c1ccccc1)C(CN1CCOCC1)c1ccccc1 (configuration not stated)
[13] C[C@@H](NC(=O)c1nc[nH]c1C(=O)N[C@H](C)c1ccccc1)c1ccccc1
[14] Nc1nc(CSc2nc3ccccc3[nH]2)nc(N2CCOCC2)n1
[15] CC1=NN(C(=O)c2ccccc2Cl)C(O)(c2cccnc2)C1 (configuration not stated)

| compound no. | 11 | 12 | 13 | 14 | 15 |
| --- | --- | --- | --- | --- | --- |
| Nrf2 ARE act | 0.4% | -0.5% | 7.5% | -0.3% | -0.9% |
| TGFb inhibitor | -2% | -16% | u | 30% | -13% |
| S2 tox | i | u | i | i | i |
| ATXN2 expr inh | 19% | x | -25% | -2% | -3% |
| HepG2 viability | -8% | -16% | -13% | 10% | -1% |
| Nrf2 inh | 2% | -11% | u | 3% | 0% |
| EPAC2 agonist | 0% | 9% | -4% | -20% | 11% |
| A549 tox | 3% | -3% | -8% | -3% | 0% |
| IL2 activator | -0.7 | -1.2 | -0.2 | -0.6 | -0.3 |

[16] Cc1nc(-c2ccccc2)sc1C1(C)CC(c2ccccc2F)=NO1 (configuration not stated)
[17] COc1ccc(CNCCCO)cc1OC
[18] O=c1c(-c2cnn(-c3ccccc3)c2)coc2cc(O)ccc12
[19] Cc1ccc(C(C)(C)C)cc1S(=O)(=O)N1CC(=O)Nc2ccccc21
[20] O=C1c2cccc3cc(Br)cc(c23)C(=O)N1Nc1ccccc1
[21] CSc1nc(NCc2ccccc2)c2c3c(sc2n1)CN(C)CC3
[22] CC1CCCN(CC(O)COC(c2ccccc2)c2ccccc2)C1 (configuration not stated)
[23] O=C(COC(=O)c1n[nH]c2ccccc12)NC(=O)NCc1ccco1

| compound no. | 16 | 17 | 18 | 19 | 20 | 21 | 22 | 23 |
| --- | --- | --- | --- | --- | --- | --- | --- | --- |
| Nrf2 ARE act | 3.9% | -0.4% | 0.6% | 2.3% | -0.1% | 4.4% | 0.3% | 16% |
| TGFb inhibitor | 33%[activator] | -4% | -26% | -8% | -3% | 27% | -11% | -3% |
| S2 tox | i | i | u | x | i | i | u | i |
| ATXN2 expr inh | 22% | -1% | 12%[11.3 µM] | -32% | -2% | 5% | -3% | 7% |
| HepG2 viability | 39% | -6% | -13% | 3% | -29% | -25% | -30% | -10% |
| Nrf2 inh | u | -8% | -1% | 26µM* | -13% | 7% | -1% | -2% |
| EPAC2 agonist | 7% | 3% | 4% | -3% | 3% | 6% | -3% | 3% |
| A549 tox | 0% | 2% | -14% | u | -5% | -3% | -7% | -7% |
| IL2 activator | 2.1 | -3.1 | -0.2 | -0.8 | 2.8 | -3.0 | -0.3 | -1.8 |

Three compounds out of the list above, sorted by the value under TGFb inhibitor, high to low:
| cpd | SMILES | TGFb inhibitor |
| --- | --- | --- |
| 23 | O=C(COC(=O)c1n[nH]c2ccccc12)NC(=O)NCc1ccco1 | -3% |
| 17 | COc1ccc(CNCCCO)cc1OC | -4% |
| 12 | COc1ccccc1C(O)(c1ccccc1)C(CN1CCOCC1)c1ccccc1 (configuration not stated) | -16% |

Structural class, the entries above with sulfur
[1] CCn1c(SCC(=O)OC)nc2cc(S(=O)(=O)N3CCOCC3)ccc21
[4] CCOc1cc2[nH]c(=S)n(CCC(=O)N3CCc4ccccc4C3)c(=O)c2cc1OCC
[5] COc1ccc(C(CNC(=O)c2cc(S(=O)(=O)N3CCN(c4ccccc4)CC3)ccc2Cl)N(C)C)cc1 (configuration not stated)
[7] CCN(CC(=O)Nc1c(F)cccc1F)C(=O)CSc1ccc(F)cc1
[8] COc1ccc(NC(=O)c2csc(Cc3ccc(Cl)cc3)n2)cc1
[9] CC(=O)Nc1ccc(NC(=O)c2cc3sccc3n2Cc2ccc(Cl)cc2)cc1
[10] CCn1c(C)csc1=NC(=O)c1ccccc1O

| compound no. | 1 | 4 | 5 | 7 | 8 | 9 | 10 |
| --- | --- | --- | --- | --- | --- | --- | --- |
| Nrf2 ARE act | -0.6% | 0.3% | 0.2% | -0.2% | 0.2% | 0.5% | 4.9% |
| TGFb inhibitor | -15% | -1% | u | -26% | -14% | u | 5% |
| S2 tox | u | x | u | i | i | u | i |
| ATXN2 expr inh | 1% | x | x | 15% | -19% | -13% | 34% |
| HepG2 viability | 4% | -20% | -42% | 5% | -1% | -19% | -5% |
| Nrf2 inh | -4% | -5% | u | 4% | 9% | -7% | u |
| EPAC2 agonist | 1% | -9% | 1% | 5% | 8% | x | 12% |
| A549 tox | 0% | 0% | -2% | -5% | 7% | -6% | -1% |
| IL2 activator | -0.4 | 0.2 | -1.1 | -0.3 | -0.4 | x | -1.4 |

[14] Nc1nc(CSc2nc3ccccc3[nH]2)nc(N2CCOCC2)n1
[16] Cc1nc(-c2ccccc2)sc1C1(C)CC(c2ccccc2F)=NO1 (configuration not stated)
[19] Cc1ccc(C(C)(C)C)cc1S(=O)(=O)N1CC(=O)Nc2ccccc21
[21] CSc1nc(NCc2ccccc2)c2c3c(sc2n1)CN(C)CC3

| compound no. | 14 | 16 | 19 | 21 |
| --- | --- | --- | --- | --- |
| Nrf2 ARE act | -0.3% | 3.9% | 2.3% | 4.4% |
| TGFb inhibitor | 30% | 33%[activator] | -8% | 27% |
| S2 tox | i | i | x | i |
| ATXN2 expr inh | -2% | 22% | -32% | 5% |
| HepG2 viability | 10% | 39% | 3% | -25% |
| Nrf2 inh | 3% | u | 26µM* | 7% |
| EPAC2 agonist | -20% | 7% | -3% | 6% |
| A549 tox | -3% | 0% | u | -3% |
| IL2 activator | -0.6 | 2.1 | -0.8 | -3.0 |
